From PubChem BioAssay
CCHF vOTU inh: CCHFV vOTU protease inhibition | Pep-AMC fluorescence | inhibition, % at 11.5 µM | 370,000 compounds, 0.55% hits; also: 0% = vehicle wells with enzyme and 100% = no enzyme wells
FadD28 FP inh: M. tuberculosis FadD28 bisubstrate binding inhibition; FadD28 bisubstrate probe binding, fluorescence polarization; inhibition, % at 12.5 µM; 360,000 compounds, 0.22% hits; in the data active = inhibition above about 8.5%, passing the limit was not always enough; inconclusive = no clear call, values can overlap the other calls
Rv3671c inh: Rv3671c (M. tuberculosis) protease inhibition; inhibition, % at 5.96 µM; AID 2606; 320,000 compounds, 0.048% hits; P9WHR9; in the data active = inhibition above about 38%;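 also: extracellular domain of Rv3671c used as enzyme; 0% = enzyme with DMSO and 100% = no enzyme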
Target sequence (P9WHR9 whole entry, looked up, the tested form may be a part): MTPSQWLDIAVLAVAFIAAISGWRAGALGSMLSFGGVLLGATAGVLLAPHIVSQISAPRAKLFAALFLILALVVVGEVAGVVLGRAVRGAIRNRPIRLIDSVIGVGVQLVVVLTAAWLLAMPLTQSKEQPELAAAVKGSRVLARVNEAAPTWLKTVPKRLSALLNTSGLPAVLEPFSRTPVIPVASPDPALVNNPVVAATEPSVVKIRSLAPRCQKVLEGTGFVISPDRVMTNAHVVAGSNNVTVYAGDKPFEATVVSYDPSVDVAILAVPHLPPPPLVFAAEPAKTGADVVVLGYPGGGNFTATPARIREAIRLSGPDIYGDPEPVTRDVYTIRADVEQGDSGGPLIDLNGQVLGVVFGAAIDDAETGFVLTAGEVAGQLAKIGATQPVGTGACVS
BoNT F protease: blocks Botulinum neurotoxin F light chain protease | inhibition, % at 10 µM | 360,000 compounds, 0.22% hits | Multiplex microsphere protease cleavage assay, flow cytometry | AID 588497; in the data active = inhibition above about 35%, passing the limit was not always enough; inconclusive = no clear call, values can overlap the other calls; also: plate controls were buffer without enzyme for full effect and enzyme alone for no effect
UGM FP inh: Mtb UDP-galactopyranose mutase inhibition | purified UGM, fluorescence polarization probe displacement | inhibition, % at 10 µM | 320,000 compounds, 0.06% hits; in the data active = inhibition above about 10%, passing the limit was not always enough; inconclusive = no clear call, values can overlap the other calls
Target sequence (P9WIQ1 whole entry, looked up): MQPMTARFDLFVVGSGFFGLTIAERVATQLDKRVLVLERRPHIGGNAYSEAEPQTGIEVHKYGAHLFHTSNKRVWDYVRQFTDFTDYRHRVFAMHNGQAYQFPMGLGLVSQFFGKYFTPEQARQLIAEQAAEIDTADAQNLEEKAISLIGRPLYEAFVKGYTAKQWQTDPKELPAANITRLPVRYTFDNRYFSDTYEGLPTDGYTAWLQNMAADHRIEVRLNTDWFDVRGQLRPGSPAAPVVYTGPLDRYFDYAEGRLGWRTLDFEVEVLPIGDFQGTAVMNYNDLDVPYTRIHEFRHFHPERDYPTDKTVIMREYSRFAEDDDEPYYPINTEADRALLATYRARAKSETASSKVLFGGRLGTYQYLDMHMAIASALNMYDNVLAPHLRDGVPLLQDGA
GDH-TPI inh: GDH-TPI coupled enzyme inhibition counter-screen; GDH-TPI coupled enzyme counterscreen, NADH absorbance; inhibition, % at 4.8 µM; 360,000 compounds, 1.2% hits;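 also: 0% = DMSO wells and 100% = wells lacking the enzyme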
BioA inh: BioA (M. tuberculosis) enzyme inhibition; purified M. tuberculosis BioA enzyme, plate reader; inhibition, % at 9.99 µM; 360,000 compounds, 0.096% hits; AID 602481; in the data active = inhibition above about 40%; inconclusive = no clear call, values can overlap the other calls
Mtb FBA inh: inhibitors of M. tuberculosis fructose-bisphosphate aldolase; AID 588726; P9WQA3; purified M. tuberculosis FBA, fluorescence read-out; 360,000 compounds, 2.3% hits; inhibition, % at 1 µM; in the data active = inhibition above about 27%;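 also: 0% = vehicle and 100% = reference inhibitor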
MazF activator: activators of E. coli MazEF toxin-antitoxin RNase; P0AE70; FAM/BHQ RNA-DNA oligo cleavage fluorescence, 5 h; activation, % at 20 µM; 350,000 compounds, 0.32% hits; in the data active = activation above about 50%
Target sequence (P0AE70 whole entry, looked up): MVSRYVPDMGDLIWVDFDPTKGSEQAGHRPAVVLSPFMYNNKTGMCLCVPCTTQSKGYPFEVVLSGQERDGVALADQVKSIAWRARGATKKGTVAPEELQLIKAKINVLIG
VHR inh abs: blocks human VHR1 dual specificity phosphatase | P51452 | recombinant VHR phosphatase, pNPP absorbance | inhibition, % at 13.3 µM | 290,000 compounds, 0.52% hits | AID 1654; in the data active = inhibition above about 50%; also: some compounds called inactive have numbers as strong as hits
* = called active by the depositor; u = inconclusive; x = no result given; & = joins results of further samples. Rule as the data show it, unless noted: active = inhibition above about 30%; inactive = the rest.

nr	compound	CCHF vOTU inh	FadD28 FP inh	Rv3671c inh	BoNT F protease	UGM FP inh	GDH-TPI inh	BioA inh	Mtb FBA inh	MazF activator	VHR inh abs
1	O=C(Nc1nccs1)c1cc2cc(Cl)ccc2oc1=O	10.2	-1.2	-1.4	3.9	2.0	23.4	-1.7	2.3	5.0	7.2
2	CC(=O)c1ccc(NS(=O)(=O)c2ccc3ccccc3c2)cc1	-5.9	-2.4	-17.4	3.0	5.4	9.3	-0.5	-1.3	3.6	-3.9
3	CCC(=O)N1CCc2cc(S(=O)(=O)CCC(=O)N(C)c3ccc(OC)cc3)ccc21	5.1	-2.7	-4.9	-2.5	-1.4	3.5	0.0	1.7	13.2	-9.1
4	CCCCn1c(O)c(C(C)=NCc2ccc3c(c2)OCO3)c(=O)[nH]c1=O	-2.2	-4.0	-43.0	u	-2.7	3.4	x	-3.6	-6.7	8.5
5	COc1cccc(OCCn2ccnc2)c1	-5.3	-1.5	0.5	-0.4	-1.5	-0.7	-1.3	3.3	-0.9	17.6
6	O=[N+]([O-])c1cccc(/C=N/n2c(-c3cccnc3)n[nH]c2=S)c1	5.0	1.0	-3.6	-8.7	0.6	7.8	-0.5	-0.8	3.0	-0.9
7	COc1ccc(NC2=C(Cl)C(=O)N(c3ccccc3)C2=O)c(OC)c1	2.9	-2.8	6.0	4.0	-0.4	14.4	-3.1	-7.1	2.4	6.4
8	O=C(Cn1cnc2c(NCc3ccccc3)ncnc21)NCCCN1CCCC1=O	-3.2	-2.6	x	-2.5	x	1.0	1.9	-1.7	6.0	x
9	O=C(NCCc1ccc(Cl)cc1)C1COc2ccccc2O1 (configuration not stated)	5.9	0.6	3.3	-3.7	-0.9	2.3	-1.8	-0.9	-6.2	6.7
10	COc1cccc(NC(=O)CN(C)C(C)C(=O)N2CCCCC2)c1 (configuration not stated)	13.2	-0.8	-0.2	4.9	-4.0	6.2	-2.2	3.6	5.8	x
11	O=c1oc(-c2cccs2)nc2ccccc12	6.3	-3.5	37.1	-16.6	2.6	17.4	-2.1	-9.2	-3.5	29.8
12	O=C(c1ccc(NC(=S)Nc2ccc(F)cc2F)cc1)N1CCOCC1	-10.5	-3.4	1.2	3.4	-1.1	-6.4	x	1.1	-0.7	-3.9
13	Cc1nc(C)c(C(=O)N(c2ccc(F)cc2)C(C(=O)NCC2CCCO2)c2ccccc2)s1 (configuration not stated)	3.9	x	-0.4	6.0	-0.4	11.2	-0.9	1.9	1.3	1.1
14	O=[N+]([O-])c1cccc(S(=O)(=O)N/N=C\c2ccc3c(c2)OCO3)c1	-6.3	-1.9	x	6.3	2.7	14.1	-0.4	-1.4	0.2	43.7
15	O=C(O)Cn1cc(C(=O)C2CC2)c2ccccc21	-13.1	-1.0	5.5	-4.6	0.0	10.4	-1.4	-2.3	-7.2	6.4
16	C#CCNC(=O)C1=C[C@H](c2ccc(Br)cc2)[C@@H](CCCO)[C@H](OCC)O1	4.5	-5.1	-8.2	5.0	-5.0	-7.6	1.3	1.2	5.8	24.8
17	O=C(NCCCCNC(=O)c1cccnc1Cl)c1cccnc1Cl	-6.5	0.8	9.5	6.1	-2.6	6.2	-2.0	3.1	-1.2	13.7
18	CCN(C(=O)CSc1nnnn1-c1ccc(Cl)cc1)C1CCS(=O)(=O)C1 (configuration not stated)	3.8	-2.7	0.3	-0.2	-1.2	13.9	0.0	3.0	0.3	x
19	CC1(C)C(=O)Nc2ccccc2N1C(=O)COC(=O)Cn1cnc2ccccc2c1=O	-2.2	-0.5	1.1	19.4	0.7	-6.8	-0.5	-2.7	-2.1	26.8
20	CC1(C)Oc2ccc(C(=O)NC3CC3)cc2N(CC(=O)N2CCOCC2)C1=O	4.7	1.7	-8.7	-8.2	1.5	2.2	-1.0	2.2	-1.9	-3.8
21	O=C(Cc1c(F)cccc1Cl)Nc1ccon1	-12.8	-1.1	3.1	1.5	0.4	2.7	2.2	2.6	1.2	10.9
22	COc1ccc(Br)cc1/C=N/NC(=O)c1nc(-c2ccccc2)n2c1CCCCC2	3.4	-4.2	-4.6	u	-2.1	11.2	-1.1	-2.7	-8.3	2.1
23	COCCNC(=O)C1Cc2c(ccc3ccccc23)O1 (configuration not stated)	1.4	-3.3	5.3	-7.3	-1.6	-0.3	-0.3	1.7	7.3	-2.8
24	O=C(NCCN1C(=O)S/C(=C\c2cccnc2)C1=O)c1cc(S(=O)(=O)N2CCOCC2)ccc1F	-11.2	-1.1	16.8	1.7	-0.6	24.4	-0.3	0.5	5.8	-3.2
25	COCCn1c(SCC(=O)NCCc2ccc(OC)c(OC)c2)nc2c([nH]c3ccccc32)c1=O	-6.9	1.2	4.1	1.4	-2.9	9.9	x	11.8	1.9	5.5
26	CC(O)(c1ccccc1)C(C(c1ccccc1)N1CCOCC1)N1CCOCC1 (configuration not stated)	8.4	-3.4	x	-5.6	x	4.7	-1.0	-0.8	12.1	x
27	CCOC(=O)c1c(C)nc(C)c(C(=O)OCC)c1-c1ccc(OC)cc1	-9.1	-4.0	1.0	-0.8	1.7	-11.4	1.9	3.6	9.1	-21.9&-14.5
28	O=C(Nc1ccc(S(=O)(=O)N2CCCC2)cc1)C1CC(=O)N(CCc2ccccc2)C1 (configuration not stated)	0.6	-2.2	x	-10.4	x	5.3	-1.4	2.7	3.4	x
29	O=C1CCC(=O)N1CN(C(=O)c1ccco1)c1ccccc1	-5.4	-3.9	1.7	u	-3.1	-8.9	0.3	1.9	2.2	-14.1
30	O=C(c1cccc(S(=O)(=O)N2CCCCC2)c1)N1CCc2ccccc21	20.3	1.0	-8.2	1.7	-0.1	6.2	x	-4.1	-3.4	-4.8
31	COc1ccc(/C=C(\C#N)c2nc3ccc(C)cc3[nH]2)cc1Oc1ccc(C(F)(F)F)cc1[N+](=O)[O-]	11.8	1.0	-3.3	-4.6	1.7	8.6	-0.7	-0.1	16.8	16.7
32	CC(C)C(=O)Nc1ccc(Nc2ccccc2)cc1	-0.6	-0.1	17.8	-19.3	0.1	9.7	-0.8	-0.1	-16.7	-15.0
33	CCOC(=O)C1=NN(c2ccccc2)C2=NC(C)=C(C(=O)OC)C(c3ccc(C)cc3)N12 (configuration not stated)	18.9	-0.3	0.1	-13.4	-0.3	11.5	x	-1.1	-1.8	11.3
34	Cc1ccccc1CC1(CO)CCCN(Cc2ccccc2Cl)C1 (configuration not stated)	-3.6	-1.1	0.8	-12.5	2.0	8.1	5.4	0.4	-4.8	2.3
35	CC(C)COc1ccc(C(=O)NCc2ccco2)cc1	7.3	-3.6	1.9	3.8	1.0	-11.6	0.7	1.3	1.2	-3.9
36	CN(c1ccc(F)cc1)S(=O)(=O)c1ccc(Cl)c(C(=O)OCC(=O)NC2CC2)c1	1.7	-0.7	1.9	1.6	-1.0	-4.4	0.3	1.9	-10.4	x

An excerpt from above in order of formula weight, ascending:
nr	compound	CCHF vOTU inh	FadD28 FP inh	Rv3671c inh	BoNT F protease	UGM FP inh	GDH-TPI inh	BioA inh	Mtb FBA inh	MazF activator	VHR inh abs
11	O=c1oc(-c2cccs2)nc2ccccc12	6.3	-3.5	37.1	-16.6	2.6	17.4	-2.1	-9.2	-3.5	29.8
32	CC(C)C(=O)Nc1ccc(Nc2ccccc2)cc1	-0.6	-0.1	17.8	-19.3	0.1	9.7	-0.8	-0.1	-16.7	-15.0
4	CCCCn1c(O)c(C(C)=NCc2ccc3c(c2)OCO3)c(=O)[nH]c1=O	-2.2	-4.0	-43.0	u	-2.7	3.4	x	-3.6	-6.7	8.5
12	O=C(c1ccc(NC(=S)Nc2ccc(F)cc2F)cc1)N1CCOCC1	-10.5	-3.4	1.2	3.4	-1.1	-6.4	x	1.1	-0.7	-3.9

Compound profiles (already shown). Values in the order: CCHF vOTU inh | FadD28 FP inh | Rv3671c inh | BoNT F protease | UGM FP inh | GDH-TPI inh | BioA inh | Mtb FBA inh | MazF activator | VHR inh abs
`O=C(Nc1nccs1)c1cc2cc(Cl)ccc2oc1=O` across the screens: 10.2 | -1.2 | -1.4 | 3.9 | 2.0 | 23.4 | -1.7 | 2.3 | 5.0 | 7.2
`COc1cccc(NC(=O)CN(C)C(C)C(=O)N2CCCCC2)c1` (configuration not stated) across the screens: 13.2 | -0.8 | -0.2 | 4.9 | -4.0 | 6.2 | -2.2 | 3.6 | 5.8 | x

Next results follow:
nr	compound	CCHF vOTU inh	FadD28 FP inh	Rv3671c inh	BoNT F protease	UGM FP inh	GDH-TPI inh	BioA inh	Mtb FBA inh	MazF activator	VHR inh abs
37	CCOC(=O)c1ccc2[nH]c(-c3ccc(S(=O)(=O)F)cc3)cc(=O)c2c1	5.2	-1.0	4.5	20.4	-1.2	3.8	-1.2	3.5	-8.3	5.4
38	COC(=O)c1ccccc1NC(=S)N(Cc1ccc2c(c1)OCO2)Cc1cc2ccc(OC)cc2[nH]c1=O	-6.8	-0.8	-73.3	-8.6	-4.1	3.8	-5.0	2.4	8.9	1.3
39	O=C1CC(NCc2ccc3c(c2)OCO3)C(=O)N1CCc1ccccc1 (configuration not stated)	-17.9	-0.8	-9.3	-5.5	3.1	0.8	1.5	-0.5	-1.4	1.8
40	CSc1nsc(SC)c1C(=O)Nc1ccc(Cl)cc1	-13.9	-3.2	-2.2	u	-0.1	4.8	x	0.9	-2.1	5.9
41	O=C(NC(=S)Nc1ncc(Br)cc1Br)c1ccccc1	4.4	-2.9	-13.3	1.5	-0.3	-6.2	-1.2	-2.5	9.8	20.6
42	CC(C)(C)c1cc(NCCCn2ccnc2)n2ncc(-c3ccc(Cl)cc3)c2n1	-11.6	-2.7	8.4	-9.8	2.4	14.1	x	60.9*	-21.2	52.7*
43	COc1ccc(C(CNC(=O)c2ccc(S(=O)(=O)Nc3cccc(C)c3C)cc2)N2CCOCC2)cc1 (configuration not stated)	-3.1	-4.3	x	-2.3	x	1.3	1.2	-1.1	5.6	x
44	O=C(/C=C/c1cccs1)c1ccc([N+](=O)[O-])cc1	10.4	-1.5	5.9	-4.2	-2.0	24.7	x	1.6	5.0	17.6
45	O=C(CN1CCC(Cc2ccccc2)CC1)NC(=O)NC1CCCCC1	10.3	-3.9	-5.5	-11.0	-2.2	0.3	x	-0.8	-8.8	5.3
46	CN(C)c1ccc(C2=NOC(CN3C(=O)c4ccccc4S3(=O)=O)C2)cc1 (configuration not stated)	-3.6	0.6	-1.9	-28.5	3.3	17.7	0.7	-0.4	-2.8	17.9
47	O=C(NNC(=O)C1CCCCC1)c1ccc(Br)cc1	8.0	-2.4	-5.7	-2.7	0.7	7.8	x	1.6	5.9	-7.7
48	O=C(CN1CCN(S(=O)(=O)c2ccc(Br)cc2)CC1)N/N=C/c1ccco1	-15.2	-3.8	-4.7	-3.1	-0.7	-3.0	x	0.9	-3.2	-3.8
49	C=CCc1c(OC)ccc2c1c(S(=O)(=O)c1ccc(C)cc1)cn2COC	8.4	-5.4	-3.7	-11.6	1.1	1.1	-1.2	-1.9	-5.0	12.2
50	CC(CN1CCCC1)OC(=O)c1ccc(F)cc1 (configuration not stated)	-11.3	1.6	0.6	-1.4	-1.0	-0.8	-1.1	3.1	3.0	-17.1

Molecules above that contain an aryl thioether with sulfur outside any ring, in the order listed:
nr	compound	CCHF vOTU inh	FadD28 FP inh	Rv3671c inh	BoNT F protease	UGM FP inh	GDH-TPI inh	BioA inh	Mtb FBA inh	MazF activator	VHR inh abs
18	CCN(C(=O)CSc1nnnn1-c1ccc(Cl)cc1)C1CCS(=O)(=O)C1 (configuration not stated)	3.8	-2.7	0.3	-0.2	-1.2	13.9	0.0	3.0	0.3	x
25	COCCn1c(SCC(=O)NCCc2ccc(OC)c(OC)c2)nc2c([nH]c3ccccc32)c1=O	-6.9	1.2	4.1	1.4	-2.9	9.9	x	11.8	1.9	5.5
40	CSc1nsc(SC)c1C(=O)Nc1ccc(Cl)cc1	-13.9	-3.2	-2.2	u	-0.1	4.8	x	0.9	-2.1	5.9
